ROCK2 blocker: ROCK2 (human) kinase inhibition; O75116; inhibition, % at 6 µM; 0.35% of 60,000 active; AID 604; purified ROCK2, Kinase-Glo ATP depletion luminescence;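 active means inhibition above the screen-wide mean inhibition plus 3 SD, cut at about 18% in these data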;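 further: plate controls were DMSO wells for no effect and Y-27632 control wells after no-enzyme background subtraction for full effect; many of its hits are not listed in these tables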
JNK3 blocker: JNK3 (human) kinase inhibition | inhibition, % at 8 µM | P53779 | 0.61% of 60,000 active | AID 746 | purified JNK3 kinase activity, HTS; in the data active means inhibition above about 17%;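 further: 0% = DMSO and 100% = reference inhibitor; many of its hits are not listed in these tables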
PKA kinase inh: PKA (human) kinase inhibition | inhibition, % at 6 µM | 0.1% of 65,000 active | P17612 | PKA Kemptide phosphorylation, Kinase-Glo ATP luminescence | AID 524;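 active means inhibition above the screen-wide mean inhibition plus 3 SD, cut at about 21% in these data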; further: many of its hits are not listed in these tables
AP ELISA ortho: orthogonal test for alternative complement pathway inhibitors | Human serum alternative complement pathway, LPS-coated ELISA, C3 deposition; tested in compound mixtures | inhibition, % at 5 µM | 0.08% of 62,000 active;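 active means inhibition above 30% in each of the two pooled mixtures holding the compound, so the lower value exceeds 30%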;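 further: 0% = serum in Mg-EGTA without compound and 100% = EDTA serum blank; some compounds past the cut are filed as inactive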
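Medium: diluted human serum in Mg2+-EGTA GVB++. Assay system: human serum complement alternative pathway, C3 deposition onto LPS. Also added: Plate-bound LPS. Technique: Anti-C3 ELISA, OD 450 nm. Measure: percent inhibition. Incubation: 1 h at 37 °C. Dosing: 5 µM each compound, pools of ten, 50 µM per pool.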
E coli RNAP: inhibitors of Escherichia coli RNA polymerase; 0.2% of 62,000 active; AID 559; P0A8V2; inhibition, %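 (tested at 10 µM)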; E. coli RNA polymerase, fluorescence transcription assay; in the data active means inhibition above about 20%;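 further: 0% = enzyme without compound and 100% = no enzyme blank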
CatB inh: inhibitors of human cathepsin B. inhibition, %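 (tested at 10 µM)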. purified cathepsin B, fluorogenic substrate, fluorescence. 0.1% of 63,000 active; in the data active means inhibition above about 21%;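 further: 0% = enzyme with no compound and 100% = no enzyme blank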
CatB mixtures: inhibitors of human cathepsin B in compound mixtures | inhibition, %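 (ten-compound pools at 5 µM per compound and 50 µM total)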 | 0.06% of 62,000 active | Purified cathepsin B, AMC dipeptide fluorescence; in the data active means inhibition above about 22%, passing the limit was not always enough;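 further: 0% = enzyme without compound and 100% = no enzyme blank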
CatS block: inhibitors of human cathepsin S. P25774. inhibition, %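 (tested at 5 µM per compound within 10-compound mixtures)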. recombinant cathepsin S, AMC dipeptide fluorescence, pooled mixtures. 0.06% of 62,000 active; in the data active means inhibition above about 32%, passing the limit was not always enough;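 further: 0% = enzyme without compound and 100% = blank without enzyme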
RORa activator: activators of human nuclear receptor RORA. P35398. 1.5% of 65,000 active. CHO-K1 Gal4-RORA LBD luciferase reporter, luminescence; percent increase over mock-subtracted basal signal. activation, % at 10 µM;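 active means activation above the mean of all tested compounds plus 3 SD, cut at about 49% in these data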;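 further: 0% = DMSO-treated RORA cells and 100% = added signal equal to DMSO minus mock-transfected cells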
* marks the source's active call; other numbers are inactive results; . = no result given. This is a subset; the hit share may differ from the screen's.

nr	compound	CatS block	PKA kinase inh	E coli RNAP	ROCK2 blocker	CatB inh	CatB mixtures	AP ELISA ortho	JNK3 blocker	RORa activator
1	CCOc1ccc(-n2c(C)nc3c(cnn3-c3ccc(Cl)cc3)c2=O)cc1	6.3	1.3	1.6	-0.8	-0.4	5.2	5.3	-0.4	-12.6
2	CCOC(=O)N1CCN(S(=O)(=O)c2ccc(OC)c(Cl)c2)CC1	2.0	-4.7	6.0	-2.5	-3.1	2.7	2.4	6.0	-19.3
3	C=CCOC(=O)C1=C(C)N=C2SCCC(=O)N2C1c1cccs1 (stereo not given)	-4.2	-2.3	2.1	-9.4	-4.8	5.7	13.2	4.8	-7.1
4	O=C(Cc1ccc(F)cc1)Nc1c2c(nn1-c1cccc(Cl)c1)CS(=O)C2 (stereo not given)	-6.2	10.5	9.9	3.9	3.6	2.1	-1.4	-1.6	-5.2
5	Cc1csc(Cn2c(CN(C)C)nc3ccccc3c2=O)n1	-0.7	4.7	1.1	4.0	-0.8	-1.4	7.0	-6.3	-22.4
6	O=C(c1ccco1)N1CCN(CC(=O)N2c3ccccc3CCc3ccccc32)CC1	0.8	5.6	10.9	4.7	6.9	0.3	-0.2	1.0	25.5
7	O=C(O)CSc1cccc2cccc(C(=O)O)c12	-4.2	2.7	7.9	-5.3	.	0.2	11.3	5.8	17.6
8	CCOC(=O)c1c(N)sc2c1CCC(C)C2 (stereo not given)	-2.1	-2.3	5.3	0.9	1.9	2.8	15.2	0.0	-34.2
9	COc1ccc2c(CN(C)c3ccccc3)cc(=O)oc2c1	14.6	0.5	-0.7	-2.2	-0.2	0.0	17.7	-1.8	-26.4
10	Cc1nn(Cc2ccccc2Cl)c(C)c1C(=O)N1CCN(c2ccccc2)CC1	7.0	6.8	13.7	3.6	0.2	4.0	-3.4	0.9	-10.8
11	Cc1ccc(-c2noc(-c3cccs3)n2)cc1	-8.1	5.4	-2.1	3.9	6.7	-1.6	20.7	-4.6	37.9
12	O=C(Nc1cccc(C(=O)N2CCCCCC2)c1)c1ccco1	-5.6	8.4	-1.0	2.2	4.7	1.7	11.9	-3.4	5.1
13	CCC(C)Nc1nc2c(c(=O)[nH]c(=O)n2C)n1CCC(C)C (stereo not given)	5.1	3.4	4.4	-2.2	-1.1	-2.0	-8.3	-1.4	-2.1
14	O=C(COC(=O)C1CC1)Nc1ccc(Oc2ccccc2)cc1	-0.4	4.8	6.0	3.5	-1.9	7.0	11.1	5.2	-15.3
15	CSc1nc2ccccc2n1C(=O)NC1CCCCC1	-1.6	4.6	-3.7	4.5	1.6	0.6	7.6	0.2	-4.5
16	COc1cc2c(cc1OC)C(c1cccc(OC)c1OC)CC(=O)N2 (stereo not given)	38.1	9.4	5.5	11.8	5.1	1.2	-15.2	2.3	-0.1
17	COc1ccc(-c2nc(CSCC(=O)NCC3CCCO3)c(C)o2)cc1OC (stereo not given)	12.7	1.7	8.5	1.3	7.8	7.4	2.9	2.8	-5.8
18	COc1ccc(OC)c(NC(=O)c2cc3n(n2)C(C(F)(F)F)CC(c2ccc4c(c2)OCO4)N3)c1 (stereo not given)	-4.6	11.5	1.7	-6.1	1.6	1.9	15.1	-2.9	-10.2
19	CC(C)COC(=O)N1CC(O)CC1C(=O)O (stereo not given)	-8.8	-0.8	-3.6	-4.1	-2.7	-3.5	2.3	-6.2	-2.1
20	OC1CN=C2C=CC=CN2C1 (stereo not given)	-3.3	9.1	-5.9	1.3	0.6	-0.1	-5.6	9.7	-8.4

Of the compounds above, these contain an aryl thioether with sulfur outside any ring:
nr	compound	CatS block	PKA kinase inh	E coli RNAP	ROCK2 blocker	CatB inh	CatB mixtures	AP ELISA ortho	JNK3 blocker	RORa activator
7	O=C(O)CSc1cccc2cccc(C(=O)O)c12	-4.2	2.7	7.9	-5.3	.	0.2	11.3	5.8	17.6
15	CSc1nc2ccccc2n1C(=O)NC1CCCCC1	-1.6	4.6	-3.7	4.5	1.6	0.6	7.6	0.2	-4.5

(further entries)
nr	compound	CatS block	PKA kinase inh	E coli RNAP	ROCK2 blocker	CatB inh	CatB mixtures	AP ELISA ortho	JNK3 blocker	RORa activator
21	CN(C)S(=O)(=O)N1CCN(S(=O)(=O)N(C)C)CC1	-4.3	6.2	5.5	10.9	0.1	0.6	12.2	-2.9	-4.9
22	O=C1CC(c2ccc(F)cc2)Cc2nc(N3CCc4ccccc43)ncc21 (stereo not given)	5.2	-2.1	5.1	-0.7	-8.2	1.0	2.7	1.9	-7.2
23	C[C@]12CCC(=O)C=C1CC[C@@H]1[C@@H]2C(=O)C[C@@]2(C)[C@H]1CC[C@]2(O)C(=O)CO	-1.7	-1.5	9.9	4.5	0.1	1.6	15.2	10.4	-18.3
24	CCOc1ccc(C(F)(F)F)cc1NC(C)=O	14.5	-2.2	7.0	.	5.8	2.5	-9.9	.	-6.0
25	O=C(OCc1nnc(-c2ccccc2)o1)c1cc(S(=O)(=O)N2CCOCC2)c(Cl)cc1Cl	14.0	0.5	9.4	2.7	0.1	3.8	6.0	0.9	-1.3
26	Clc1ccc2nc(N3CCNCC3)nc(-c3ccccc3)c2c1	.	-2.8	3.7	-0.8	-1.9	.	.	-0.3	3.7
27	COc1ccc(Br)cc1CN1CCCC(C(=O)N2CCCCCC2)C1 (stereo not given)	23.1	-4.8	2.1	-1.5	3.7	-0.9	4.2	4.3	-7.8
28	CCOc1cc(C#N)c(NC(=O)Cn2nnc3ccccc32)cc1OCC	8.4	4.9	5.1	-3.4	8.7	3.8	27.4	-3.2	-0.4
29	O=c1[nH]c(NCCCO)nc2c1C1(CCCC1)Cc1ccccc1-2	-7.6	5.4	-8.4	6.3	-0.7	0.5	7.0	6.3	9.0
30	CC(=NCC1CCCO1)C1=C(O)CC(C)(C)CC1=O (stereo not given)	9.1	6.7	1.5	.	0.9	-0.1	-8.4	.	-10.2
31	Cc1cc(S(=O)(=O)N(Cc2ccccn2)Cc2ccco2)ccc1-n1cnnn1	-1.1	8.9	1.2	.	-0.2	2.7	-1.0	.	-8.2
32	CCc1ccc(OCc2nnc(SCC(=O)NCc3ccco3)o2)cc1	6.3	-0.9	3.4	1.8	8.6	6.3	3.7	-0.7	-13.6
33	COCCNC(=O)C(c1ccc(C)o1)N(Cc1ccccc1)C(=O)Cn1nnc2ccccc21 (stereo not given)	2.1	5.3	5.9	-0.2	-4.0	-4.2	-6.4	0.6	-11.2
34	CCC(=O)NCCN1CCN(C(=O)CC)CC1	-6.2	6.3	6.5	7.6	0.7	0.0	-1.3	2.5	-8.7
35	O=S(=O)(c1cccs1)N1CCN(c2ncccn2)CC1	-5.1	7.8	2.2	1.9	5.3	2.9	-0.8	-8.6	-2.7
36	Cc1cccc(-c2c3c(=O)n(C)c(=O)n(C)c3cn2CC2CCCO2)c1 (stereo not given)	-22.2	3.0	-10.3	-3.8	2.6	-3.3	-11.7	-5.9	6.6
37	O=C(CSC1CCCCC1)Nc1nccs1	-0.3	4.7	-3.4	2.9	1.0	-3.1	2.5	-2.8	33.4
38	N#Cc1c(NC(=O)CSc2nc(-c3ccco3)cc(C(F)(F)F)n2)sc2c1CCCC2	-1.1	0.7	8.4	6.1	-1.7	6.4	8.3	-3.2	-16.0
39	CCOc1ccc(NC(=O)CSc2n[nH]c(=O)n2-c2ccccc2)cc1	-0.7	11.5	3.6	5.7	0.8	1.4	12.6	-3.6	-8.2
40	O=P(Cc1nnco1)(c1ccccc1)c1ccccc1	.	0.2	12.3	6.2	1.8	.	.	5.5	-22.2
41	CN1CCN(c2oc(COc3ccc(-c4ccccc4)cc3)nc2C#N)CC1	-5.6	3.6	3.5	4.0	-2.9	1.9	17.9	-6.7	3.3
42	CC(C)Sc1nc2c(c(=O)[nH]c(=O)n2C)n1CCc1ccccc1	-1.3	-3.9	1.2	3.7	4.5	2.1	13.2	-0.3	-6.7
43	CC(=O)c1cccc(NC(=O)N2CCN(S(C)(=O)=O)CC2)c1	4.3	-2.2	5.1	3.3	0.3	0.2	3.1	-3.0	13.1
44	COc1ccc(NC(=O)CC(Cc2ccccc2)C(=O)O)cc1 (stereo not given)	-1.4	6.4	10.2	2.6	0.1	-2.5	-10.6	1.8	-9.3
45	CCOC(=O)C1C(=O)N(C(=O)c2cncc(Br)c2)CC1c1ccccc1 (stereo not given)	0.1	0.7	9.2	-2.2	2.3	2.8	12.9	-0.3	-10.3
46	COc1ccc(OC)c(S(=O)(=O)NCc2cccnc2)c1	-1.3	-10.9	12.4	-7.7	7.9	-3.1	2.7	-17.0	-9.0
47	COc1ccccc1NC(=O)CSc1nnc(-c2ccoc2C)n1CCc1ccccc1	-7.9	14.5	2.3	4.0	-0.4	1.1	7.2	0.3	10.5
48	Cc1cc2cc(CNC(=O)NC3CCCCC3)ccc2[nH]1	.	7.8	.	1.8	.	.	.	-4.4	-8.5
49	O=C(Nc1cccnc1)c1noc2c1CCCCC2	10.9	-2.8	-2.5	-7.0	-1.1	-5.4	11.5	-0.9	-19.4
50	COC(=O)c1nnn(CC(=O)Nc2cccc(OC)c2)c1C(=O)OC	3.0	1.7	9.7	.	-0.3	3.5	10.9	.	-0.7
51	O=C(Nc1ccc2c(c1)oc1ccccc12)c1ccc(Br)o1	-5.5	-2.7	-2.0	-1.5	-3.2	0.2	10.1	-3.2	67.8*
52	N=c1c2c(n(Cc3ccc(Cl)cc3)c3c1CCC3)CCC2	-15.2	-1.8	-4.8	-2.6	-1.3	-6.0	12.7	-0.4	22.6
53	Cc1nc(NCCO)c2nnn(Cc3ccccc3F)c2n1	2.6	12.3	7.4	3.8	-1.0	1.0	2.0	5.4	14.3
54	CCOC(=O)c1ccc(CNS(=O)(=O)c2c(C)ccc3nsnc23)o1	11.2	8.9	3.6	8.5	-0.7	-1.4	4.1	-3.2	-22.5
55	CN1c2cccc3cccc(c23)N(C)C1(C)C	-7.5	1.0	-0.7	-1.3	0.9	0.1	16.8	-22.8	5.8
56	CC(C)CC(=O)Nc1ncnc2c1C(=O)CC(C)(C)C2	.	4.8	10.2	5.6	1.2	.	.	-4.3	9.8
57	COc1cccc(-n2nnc3c(=O)n(Cc4ccccc4Cl)cnc32)c1	.	9.6	.	1.1	.	.	.	11.6	-12.1
58	C=CCOC(=O)CN1C(=O)c2ccccc2C1=O	-10.7	0.0	2.1	1.2	0.9	1.0	3.7	1.4	-8.4
59	CCOC(=O)N1CCN(Cc2nc3c(c(=O)n(C)c(=O)n3C)n2Cc2cc(C)ccc2C)CC1	-9.8	2.6	5.7	7.5	0.3	1.6	24.8	3.0	-26.0
60	CCOC(=O)N1CCN(C(=O)c2cccc(NC3=NC4CS(=O)(=O)CC4S3)c2)CC1 (stereo not given)	6.9	5.4	5.3	6.3	0.9	2.1	12.0	7.4	-6.7
61	COc1cc(NC(=O)c2ccc(Br)o2)ccc1NC(=O)c1ccccc1Cl	12.3	8.8	7.6	10.7	4.4	3.9	2.5	16.2	9.5
62	COc1cccc(NC(=O)COC(=O)c2cccnc2)c1	13.7	13.7	10.5	3.8	-3.4	3.3	-1.6	3.4	-12.5
63	O=C(c1ccsc1)N1CCN(C(=O)c2cccs2)CC1	1.7	1.1	-0.6	.	-0.8	5.0	16.0	.	2.6
64	O=C(c1ccc2c(c1)OCCO2)C1CCN(S(=O)(=O)c2ccccc2F)CC1	6.8	2.5	14.7	5.3	1.4	-0.6	-3.5	-0.2	-5.1
65	CCOC(=O)c1ccc(Nc2cc(C)nc(-c3ccccc3O)n2)cc1	5.8	5.1	10.1	3.4	-0.5	-3.1	-2.9	6.3	7.5
66	CC(C)OC(=O)c1ccc(N2C(=O)C3CC=CCC3C2=O)cc1 (stereo not given)	11.4	2.3	0.1	2.6	4.0	-2.7	6.4	3.0	7.5
